High-throughput results (PubChem)
M. tuberculosis GlmU – inhibition of mycobacterial GlmU enzyme – biochemical, glucosamine-1-phosphate acetyltransferase (AID 1376). M. tuberculosis GlmU acetyltransferase enzyme assay; higher % means a stronger effect. one-dose inhibition, %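 (tested at 30 µM in the primary screen)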; IC50 in µM for titrated hits. 0.25% of 220,000 active; in the data active = inhibition above about 13%; inconclusive = no clear call, values can overlap the other calls;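 also: 0% = complete reaction with vehicle and 100% = reaction without substrate; strong numbers were not always called active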
Mtb RmlCD inh – blocks M. tuberculosis RmlC and RmlD coupled enzymes; RmlC+RmlD coupled enzyme assay, percent inhibition; primary screen in compound mixtures; 0.03% of 160,000 active; inhibition, % at 3.6 µM; P9WH09+P9WH11; in the data active = inhibition mostly above about 34%, no sharp cut-off; inconclusive = no clear call, values can overlap the other calls; inactive = mostly below about 22%; also: some results filed as inactive read as strong as hits
Target sequence (P9WH09 whole entry, looked up): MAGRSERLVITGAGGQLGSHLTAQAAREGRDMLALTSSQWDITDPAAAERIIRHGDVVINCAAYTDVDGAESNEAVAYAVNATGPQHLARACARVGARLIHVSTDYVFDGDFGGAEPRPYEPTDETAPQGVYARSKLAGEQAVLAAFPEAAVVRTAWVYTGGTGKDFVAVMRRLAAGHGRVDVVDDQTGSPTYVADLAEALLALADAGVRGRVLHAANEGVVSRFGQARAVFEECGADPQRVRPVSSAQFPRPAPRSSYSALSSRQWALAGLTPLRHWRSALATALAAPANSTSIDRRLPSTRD
Target sequence (P9WH11 whole entry, looked up): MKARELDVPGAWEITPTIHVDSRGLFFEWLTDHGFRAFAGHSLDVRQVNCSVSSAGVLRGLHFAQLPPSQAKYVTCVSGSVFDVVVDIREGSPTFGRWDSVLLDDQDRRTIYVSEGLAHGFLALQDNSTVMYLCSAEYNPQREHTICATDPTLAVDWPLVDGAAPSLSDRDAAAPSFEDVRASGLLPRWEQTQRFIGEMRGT
* = called active by the depositor; ? = inconclusive; nt = not tested or not shown. Not all compounds are listed; rates above refer to the full screens.

no.	mol	M. tuberculosis GlmU	Mtb RmlCD inh
1	COc1cccc(NC(=O)CCc2nc(-c3ccccc3F)no2)c1	2.5%	nt
2	O=C(NCCCN1CCOCC1)c1csc2c1CCCC2	-3.1%	nt
3	Cn1c(-c2cnn(-c3ccccc3)c2-n2cccc2)n[nH]c1=S	1.2%	-8
4	CN(C)c1ccc(N=Cc2nc(-c3ccccc3)oc2OC(=O)c2cccc(Br)c2)cc1	2.3%	6
5	Cc1ccc(-n2c(C)nc3c(cnn3-c3ccc(F)cc3)c2=O)cc1C	-3.9%	8
6	COc1ccc(N2C(=O)C3C(C2=O)C2C=CC3C23CC3)c(OC)c1 (stereo unspecified)	3.6%	13
7	CN(C)C(CNC(=S)Nc1cccc(Cl)c1)c1ccccc1 (stereo unspecified)	-5.6%	10
8	Fc1ccc(-c2onc3ccc(C4OCCO4)cc23)cc1	2.0%	2
9	Cc1ccc(C(C(=O)NC2CCCCC2)N(Cc2ccco2)C(=O)Cc2c[nH]c3ccccc23)o1 (stereo unspecified)	3.6%	10
10	CC(=O)CSc1nc(N)c(C#N)c(-c2cccs2)c1C#N	2.7%	nt
11	COc1ccc(CNC(=O)CN(Cc2ccc(Cl)cc2)S(=O)(=O)c2ccccc2)cc1	3.4%	9
12	S=c1nc(-c2ccccc2)n(CCCN2CCOCC2)c2c1CCCC2	-1.2%	4
13	COC(=O)Nc1ccc(S(=O)(=O)Nc2ccccc2F)cc1	-5.3%	nt
14	COc1ccc(-c2[nH]ncc2CN(C)Cc2cccnc2)c(F)c1	-2.4%	-7
15	CCCNc1nc(C)cc(-c2cc(-c3ccccc3)on2)n1	1.2%	-1
16	COc1ccc(C2=Nn3c(nnc3-c3ccco3)SC2)cc1	6.1%	-6
17	CCN(CC)CCn1c2ccccc2c2cnc(N=CN(C)C)c(C#N)c21	1.3%	6
18	O=C(c1ccco1)N1CCN(c2cc(=O)n(-c3ccc(Cl)cc3)c(=O)[nH]2)CC1	4.4%	-4
19	COc1ccc(NC(=O)CCCn2c(=O)c3sccc3n(Cc3ccccc3)c2=O)cc1	2.9%	2
20	CCCCOC(=O)Nc1ccc(S(=O)(=O)Nc2ncccn2)cc1	0.2%	2
21	Cc1cc(NC(=O)C2C3C(=O)N(Cc4ccc(Cl)cc4)C(C(=O)NC4CCCCC4)C34C=CC2(C)O4)no1 (stereo unspecified)	nt	7
22	N#Cc1cc(NCC2CCCO2)c([N+](=O)[O-])cc1C#N (stereo unspecified)	1.7%	-2
23	Cc1ccccc1CN1C[C@@H]2C[C@@H](c3cn[nH]c3-c3ccccc3)N3CCC[C@@]23C1=O	-4.8%	1
24	CC(C)N1C(=O)NC2(c3ccccc3)N(C)C(=O)N(C)C12c1ccccc1 (stereo unspecified)	-3.8%	nt
25	Cc1cccc2cc(C#N)c(NCCNC(=S)NCCCN3CCOCC3)nc12	-5.0%	5
26	CN(C)CCNC(=S)Nc1ccc(Cl)cc1	2.6%	-11
27	O/N=C(\c1ccccn1)C1CC1c1ccccc1 (stereo unspecified)	0.8%	7
28	CCCCC(=O)NNC(=S)NC(=O)c1cccc([N+](=O)[O-])c1	-0.7%	-3
29	CC(C)(C)c1cn(-c2ccc(Cl)cc2)c(=S)[nH]1	3.1%	nt
30	O=C(N/N=C/c1cc(Br)cc(Br)c1O)c1cccc(S(=O)(=O)N2CCOCC2)c1	2.4%	nt

Copied from above, compounds 16 to 19
no.	mol	M. tuberculosis GlmU	Mtb RmlCD inh
16	COc1ccc(C2=Nn3c(nnc3-c3ccco3)SC2)cc1	6.1%	-6
17	CCN(CC)CCn1c2ccccc2c2cnc(N=CN(C)C)c(C#N)c21	1.3%	6
18	O=C(c1ccco1)N1CCN(c2cc(=O)n(-c3ccc(Cl)cc3)c(=O)[nH]2)CC1	4.4%	-4
19	COc1ccc(NC(=O)CCCn2c(=O)c3sccc3n(Cc3ccccc3)c2=O)cc1	2.9%	2

(continued)
no.	mol	M. tuberculosis GlmU	Mtb RmlCD inh
31	O=C(N/N=C/c1ccc2c(c1)OCO2)c1ccc2c(c1)OCCO2	8.8%	nt
32	CC1(c2ccc([N+](=O)[O-])c(CS(=O)(=O)c3ccccc3)c2)OCCO1	3.2%	6
33	COc1cc(OC)cc(-c2nnc(SCC(=O)Nc3ccc(C(=O)O)cc3)s2)c1	3.1%	-11
34	COc1ccc(-c2nc3ccccn3c2NCc2ccc3c(c2)OCO3)cc1	-3.4%	nt
35	N#CCCN1CCN(S(=O)(=O)c2ccc(S(=O)(=O)NC3CCCC3)cc2)CC1	2.9%	nt
36	CCCCN(c1ccccc1)S(=O)(=O)c1cccc2cccnc12	-1.2%	-8
37	CC(=O)Nc1ccc(S(=O)(=O)NCC(CCC(=O)O)C(F)(F)F)cc1 (stereo unspecified)	7.9%	-9
38	O=c1n(Cc2ccccc2)c2cc(Cl)cnc2n1Cc1ccccc1	4.1%	-4
39	CCN(CC)S(=O)(=O)c1ccc(N=Nc2c(N)[nH]c(=O)[nH]c2=O)cc1	-1.6%	nt
40	C/C(CC1(O)C(=O)N(Cc2ccccc2)c2ccccc21)=N\O (stereo unspecified)	4.4%	-5
41	CC(CNC(=O)c1ccc(N)cc1)NC(=O)c1ccc(N)cc1 (stereo unspecified)	0.1%	4
42	COc1cc(/C=N/NC(=O)/C(=C\c2ccc3c(c2)OCO3)NC(=O)c2ccccc2)ccc1O	3.1%	-12
43	O=c1cc[nH]c2ccc(Cl)cc12	-0.2%	nt
44	COC(=O)c1ccccc1NC(=O)N1CCN(c2ccc(OC)cc2)CC1	2.0%	2
45	Cc1cc2oc(=O)cc(CSc3nc(N)cc(N)n3)c2cc1C	4.5%	nt
46	O=C(NCC1CCCC(CNC(=O)N2CCc3ccccc32)C1)N1CCc2ccccc21 (stereo unspecified)	-1.6%	nt
47	CC(C)NC(=S)NN=C1CCC(c2ccccc2)CC1 (stereo unspecified)	5.3%	-4
48	COC(=O)c1ccc(NC(=S)N2CCCC2)cc1	1.8%	-5
49	COC(=O)/C(C#N)=C/c1ccc(OC(=O)c2ccccn2)cc1	7.2%	nt
50	C=CCOc1ccc(/C=N/NC(=O)C(C)Sc2ccccn2)cc1OCC (stereo unspecified)	2.5%	1
51	S=C(Nc1ccc(Cl)cc1)NC1CC2CCC(C1)N2Cc1ccccc1 (stereo unspecified)	-15%	nt
52	CN(C)P(=S)(Nc1ccccc1)C(Cl)(Cl)Cl (stereo unspecified)	2.7%	4
53	N#Cc1c(N)nc2c(c1-c1ccc(F)cc1)c(=O)nc1sccn12	-3.3%	6
54	COc1ccc(C(=O)OCC(=O)Nc2cc(C)on2)c(OC)c1OC	-3.6%	8
55	O=C1NC(=S)N(c2ccc(Br)cc2)C(=O)/C1=C/N1CCN(C(=O)c2ccco2)CC1	8.1%	8
56	Cc1ccc(NC(=O)c2sc3nc(CCl)[nH]c(=O)c3c2C)c(C)c1	2.3%	16
57	Cc1ccc(OCC(=O)Nc2cccc(C)n2)c(C)c1	-4.7%	nt
58	Cc1cc(OCC(=O)NCCCN(C)C)cc(C)c1Br	1.1%	nt
59	S=c1[nH]nc(Cc2ccc(Cl)cc2)n1-c1ccc2c(c1)OCCO2	-6.0%	11
60	O=C(Nc1ccc([N+](=O)[O-])cn1)c1ccc(Br)o1	-1.8%	-6
61	O=[N+]([O-])c1ccc(O)c(/C=N/NC(=S)Nc2ccc(Cl)cc2Cl)c1	1.2%	0
62	CC(=O)c1cccc(NC(=O)c2cc(C)no2)c1	2.3%	-6
63	Cc1cccc2[nH]c(SCC(=O)O)nc12	3.0%	-8
64	O=C(c1cnn2c(C(F)F)cc(C3CC3)nc12)N1CCc2ccccc2C1	7.8%	28
65	O=C(COc1ccc(Cl)cc1Cl)NCc1ccco1	-2.6%	?
66	c1ccc(C2(c3ccccc3)OCC(Cn3cncn3)O2)cc1 (stereo unspecified)	6.6%	nt
67	Cc1cc(C)c(NC(=O)CN2CCN3CCCC3C2)c(C)c1 (stereo unspecified)	-7.4%	nt
68	CCCCn1c(SCc2nc(N)nc(Nc3ccccc3C)n2)nc2ccccc2c1=O	-1.9%	1
69	C[C@H](NC(N)=O)C(=O)Nc1ccc(OCc2ccccc2)cc1	-1.5%	4
70	CCC(=O)N1CCc2cc(S(=O)(=O)CCC(=O)NCc3ccc4c(c3)OCO4)ccc21	nt	4
71	CNC(=S)Nc1ccc(Cc2ccncc2)cc1	-1.0%	5
72	O=C(COc1cccc(Oc2ccccc2)c1)Nc1ccc(SC(F)F)cc1	0.3%	13
73	Cc1c(C(=O)NCc2cccnc2)oc2c1C(=O)CC(C)(C)C2	-5.9%	-6
74	COc1ccc(OC)c(Cc2nnc(CCC(=O)NC3CCCCCCC3)o2)c1	-1.4%	0
75	O=C(O)Cc1nn(Cc2ccc(Cl)cc2)c(=O)c2ccccc12	3.3%	4
76	CN1CCN(c2ccccc2NC(=O)c2ccc(N3CCCCC3)c([N+](=O)[O-])c2)CC1	-6.1%	nt
77	CCOc1cc(/C=N/n2c(C)nc3sc(C)c(C)c3c2=O)ccc1O	-7.7%	-17
78	C=CCSc1nc(N)c(C(=O)Nc2ccccc2OC)cc1C(=O)Nc1ccccc1	-3.3%	nt
79	COC(=O)c1cc(Br)c(=O)n(Cc2ccco2)c1	-0.6%	4
80	CCn1c(=O)c(C(C)=O)c(O)c2ccccc21	-0.1%	-7
81	Cc1ccc(S(=O)(=O)c2nnn3c2nc(Nc2cccc(C)c2)c2ccccc23)cc1	-0.3%	-10
82	CCc1ccc(OCCCC(=O)NCc2ccco2)cc1	4.0%	-12
83	COCc1cc(C)nc(SCC[N+](C)(C)CC(=O)Nc2cccc(C(F)(F)F)c2)c1C#N	-0.4%	-11
84	Nc1ccc(S(=O)(=O)Nc2cnc3ccccc3n2)cc1	0.6%	nt
85	CCC(C)(C)NC(=O)C(c1ccccc1F)N(Cc1ccco1)C(=O)Cn1nnc2ccccc21 (stereo unspecified)	-2.9%	10
86	O=C(c1ccccc1)c1ccccc1N=Cc1c(O)[nH]c(=O)[nH]c1=O	4.7%	12
87	CN(CC(=O)Nc1ccccc1Cl)C(=O)COC(=O)CNC(=O)c1ccc(Br)o1	3.7%	nt
88	CCN1CCN(C(=S)NCCOC)CC1	7.5%	nt
89	CN(C)c1ccc(SC#N)cc1	-2.1%	2
90	CNC(=S)NCCN1CCOCC1	0.6%	3

One compound at a time, from the list above. Order of values: M. tuberculosis GlmU	Mtb RmlCD inh
`Nc1ccc(S(=O)(=O)Nc2cnc3ccccc3n2)cc1` in the list: 0.6%	nt
`O=C(c1ccccc1)c1ccccc1N=Cc1c(O)[nH]c(=O)[nH]c1=O` in the list: 4.7%	12
`Cc1c(C(=O)NCc2cccnc2)oc2c1C(=O)CC(C)(C)C2` in the list: -5.9%	-6

(list continues)
no.	mol	M. tuberculosis GlmU	Mtb RmlCD inh
91	COc1ccc(N(CC(=O)Nc2cccnc2)S(C)(=O)=O)cc1	-3.2%	16
92	Cc1cc(C)n(-c2nc(NCc3cccnc3)c3c4c(sc3n2)COC(C)(C)C4)n1	0.5%	4
93	O=C(NCCCl)NNc1c(Cl)cc(Cl)cc1Cl	-9.8%	3
94	CCC1CCc2c(sc(NC(=O)c3ccoc3C)c2C(N)=O)C1 (stereo unspecified)	-3.2%	-2
95	O=C(COC(=O)CNS(=O)(=O)c1ccc2ccccc2c1)Nc1ccccc1Sc1ccccc1	-0.5%	20
96	CCOC(=O)c1c(NC(=O)c2ccccc2N(C)S(=O)(=O)c2ccccc2)sc2c1CCCC2	4.0%	-10
97	O=C(CSc1ccc(Br)cc1)Nc1ccccc1Oc1ccccc1	3.9%	-9
98	Cc1ccc(NC(=O)COC(=O)C(NS(=O)(=O)c2ccc(Cl)cc2)C(C)O)c(Br)c1 (stereo unspecified)	-5.2%	6
99	CC1(C)SC2c3ccccc3C(=O)N2[C@@H]1C(=O)NCCCN1CCOCC1 (stereo partly specified)	-0.2%	-2
100	O=C(COC(=O)c1ccccc1N1C(=O)C2C3CCC(C3)C2C1=O)c1ccccc1 (stereo unspecified)	3.7%	1
101	CCCc1cc(=O)oc2cc(C)cc(OCc3nn[nH]n3)c12	1.6%	-5
102	CCOc1ccc(NC(=O)C(c2ccccn2)N(C(=O)CCl)c2ccc(OC)cc2)cc1 (stereo unspecified)	7.2%	-6
103	S=c1[nH]nc(-c2cc(-c3ccccc3)n[nH]2)n1/N=C/c1ccc(Br)s1	nt	6
104	Cc1ccc(OCCC(=O)Nc2c(C)n(C)n(-c3ccccc3)c2=O)cc1	-4.0%	-12
105	O=c1c2ccccc2ncn1Cc1ccco1	3.7%	nt
106	CCOc1ccc(N=C(C)c2ccccc2O)cc1	0.3%	-10
107	O=S(=O)(c1ccc(Cl)cc1Br)N1CCCCC1	0.8%	-8
108	Cc1ccc(N2C(=O)C3ON(c4ccccc4)C(c4ccncc4)C3C2=O)cc1 (stereo unspecified)	5.0%	nt
109	Cc1ccnc2nc(C(=O)Nc3ccc(S(=O)(=O)N4CCCC4)cc3)nn12	0.1%	12
110	COC(=O)c1[nH]c2cc(C)ccc2c1NC(=O)CN1CCN(c2ccccc2OC)CC1	-0.8%	-6
111	O=C(CN1CCCCC1)N/N=C/c1ccccc1OCc1ccccc1	-4.1%	5
112	Cc1ccc(CNC(=S)NCc2ccncc2)cc1	-2.2%	-11
113	COc1ccc(OC)c(-c2cc(C(=O)N3CCCc4ccccc43)no2)c1	-2.4%	9
114	CCOc1ccc(OCCCCn2cnc3ccccc3c2=O)cc1	0.1%	8
115	COc1ccccc1NS(=O)(=O)c1cc(NC(=O)CCNC(C)=O)ccc1C	-1.9%	-11
116	O=C(NC(Nc1nc2ccccc2s1)(C(F)(F)F)C(F)(F)F)c1ccccc1	4.4%	5
